mHtt clearance: mutant huntingtin protein clearance; HeLa Exon1htt(103Q)mCFP, aggregate imaging; zero = plate's median compound well; inhibition, % at 1.5 µM; actives 0.42% (n = 47,000); AID 853;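 active = inhibition of aggregate fluorescence above about 70%, also judged a hit by eye on the cell image, limit read from the data, passing the limit was not always enough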;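 note: cells exposed to compound for three days before fixation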
mHtt clearance grain fraction: second read-out of mHtt clearance, no call of its own (marks repeat the call); fraction fluorescence in grains; measured here: aggregate grain fluorescence fraction; active compounds read low;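 scaled fraction of total cell fluorescence in grains with unit not stated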
The depositor's hits bear a star.

SMILES	mHtt clearance grain fraction	mHtt clearance
COc1ccc(COC(=O)C2=C(C)NC(=O)NC2c2ccc(O)c(OC)c2)cc1 (stereo not given)	62	-39
CC(=O)c1c(C)nc(-c2ccc(Cl)cc2Cl)n1O	31	-44
Clc1ccc(Nc2nc(-c3ccncc3)cs2)cc1	34	-86
N#CC1=C(N)Oc2n[nH]c(-c3ccccc3)c2C1c1ccsc1 (stereo not given)	22	-11
CCOCCn1c(SCCCc2ccccc2)nc2c1c(=O)[nH]c(=O)n2C	14	15
CC1(C)CC(C2N3CC4(C)CN2CC(C)(C3)C4=O)CCO1 (stereo not given)	26	-31
CCOC(=O)/C=C1\SCC(=O)N1Cc1nnc(-c2ccccc2Br)o1	11	35
Cc1ccc2cc(CN(CC3CCCO3)C(=O)C(C)C)c(=O)[nH]c2c1 (stereo not given)	29	-56
Cn1c(=O)c2c(ncn2CC(=O)N2CCN(c3ccc(F)cc3)CC2)n(C)c1=O	17	-2
CCOC(=O)Cn1c(=O)c2c(nc(N3CCCCC3)n2C)n(C)c1=O	18	49
CCc1nnc(NC(=O)C2CCN(c3cnccn3)CC2)s1	35	-69
CC(c1ccco1)N(C(=O)c1ccc(S(=O)(=O)N2CCCCC2)cc1)c1ccccn1 (stereo not given)	17	7
CCCCn1c(-c2nn(C)c(C)c2Cl)n[nH]c1=S	36	8
Cc1ccc(N2C(=O)c3cccc4c(N5CCN(C)CC5)ccc(c34)C2=O)c2cccnc12	17	12
CC(=O)c1cccc(NC(=O)C=C(C)C)c1	26	-25
COc1ccc(N(C(=O)c2cccc(OC)c2OC)C2C=CS(=O)(=O)C2)c(OC)c1 (stereo not given)	57	-28
Cc1ccc(NC(=O)Cn2c(=O)n(Cc3ccco3)c(=O)c3ccccc32)c(C)c1	18	14
O=C(NCc1ccccc1)C1CCN(S(=O)(=O)N2CCCCCC2)CC1	32	30
O/N=C1/CCCSc2ccccc21	37	-7
Cc1ccc2nc(Nc3ccc4[nH]c(=O)[nH]c4c3)c(-n3nc(C)cc3C)nc2c1	25	-33
COCCN(C(=O)CCCC(=O)Nc1ccccn1)C(C(=O)NC1CCCC1)c1ccc(C)cc1 (stereo not given)	34	-13
O=C1CSC(=Nc2ccccc2)N1	28	7
CCOC(=O)CN1CC23C=CC(O2)C(C(=O)O)C3C1=O (stereo not given)	37	-2
Cc1c(O)nc(SC2CC(=O)N(c3ccccc3)C2=O)[nH]c1=O (stereo not given)	4.9	70
CCCCOCCCNC(=O)COc1ccccc1	20	-21
Cc1cc(C(=O)Nc2ccon2)cs1	25	-31
O=C(CSc1nc2ccc(NC(=O)CSc3nnnn3Cc3ccccc3)cc2s1)Nc1ccccc1	19	1
Cn1c(=O)[nH]c(=O)c2c1nc(N1CCCCCC1)n2CCCSc1nc2ccccc2o1	16	15
COc1ccc(CNC(=O)c2cnn3c(C(F)F)cc(C)nc23)cc1	13	32
Cc1nc2ccc(S(=O)(=O)NCC(=O)N3CCC(N4CCCCC4)CC3)cc2s1	38	-5
Cc1noc(C)c1C(=O)NCc1ccccc1	11	48
COc1ccccc1N(CC(N)=O)S(=O)(=O)c1ccc(C)cc1	30	-65
COc1cccc(C(=O)N2CCN(C3CCC(c4ccccc4)CC3)CC2)c1OC (stereo not given)	47	-40
CCOCCCN(Cc1cc2cc(C)cc(C)c2[nH]c1=O)C(=O)N(CC)CC	13	34
COc1ccc(S(=O)(=O)N2CCN(C(=O)c3c(C)nn(-c4ccccc4)c3Cl)CC2)cc1	43	-6
CC1CCCCN1C(=O)CSc1nnc(Cc2ccccc2)n1C (stereo not given)	22	-12
CC(C)c1ccc(N2C(=O)CSC23C(=O)N2CCCc4cccc3c42)cc1 (stereo not given)	19	19
COc1ccc(Cn2nnnc2C(c2ccccc2Cl)N2CCN(C3CCCC3)CC2)cc1 (stereo not given)	39	-1
CCCc1cc(=O)oc2c(CN3CCCC3)c(O)ccc12	30	12
COc1cc(C2NC(=O)NC(C)=C2C(=O)OC2CCCCC2)cc(Br)c1O (stereo not given)	44	2
CCOC(=O)N1CCN(C(=O)CSc2nc3ccccc3c(=O)n2-c2ccccc2)CC1	20	0
CCOC(=O)CNC(=O)CSc1ncnc2c1cnn2-c1ccc(C)cc1	14	33
COc1cc(C(=O)N2CCN(c3ccc([N+](=O)[O-])cc3)CC2)ccc1OCc1c(C)noc1C	23	-16
Cc1cccc(OCC(=O)Nc2cc(C)c(C)cc2O)c1	28	26
O=C(CCOc1ccccc1)NCc1ccccc1	23	-16
CCOC(=O)c1c(N)sc2c1CCC(C)C2 (stereo not given)	46	-25
Fc1ccc(CSc2ncnc3sc4c(c23)CCCC4)cc1	33	-7
COc1ccc(S(=O)(=O)N2CCCC(C(=O)NCc3ccncc3)C2)cc1 (stereo not given)	9.9	47
O=C(CS(=O)(=O)Cc1ccccc1)Nc1nc2ccccc2s1	14	26
COc1ccc2c(c1)c(=O)cc(C)n2CC(=O)NCc1ccco1	29	14
O=C(O)CP(=O)(c1ccccc1)c1ccccc1	174	-290
Cc1ccsc1C1C2=C(CCCC2=O)Nc2ncnn21 (stereo not given)	21	-7
CC(C)(C)n1nc2c(c1NC(=O)COc1ccc3ccccc3c1)CS(=O)C2 (stereo not given)	50	-7
c1ccc(-n2nnnc2Oc2cccc3cccnc23)cc1	23	-23
Cc1ccc(N(C(=O)Nc2ccccc2)C2=NCC(C)S2)cc1 (stereo not given)	20	-5
Cc1ccc(-c2noc(C3CCCCC3)n2)cc1	16	61
CC(NCC1(N2CCOCC2)CCCCC1)C(=O)N1CCc2ccccc21 (stereo not given)	42	4
CC(=O)C1C(c2ccco2)c2c(noc2C)CC1(C)O (stereo not given)	12	51
CCO/C(C)=C1\C(=O)N(CC)c2ccccc21	34	-68
CC(C)c1ccc(NC2(C#N)C(=O)Nc3ccccc32)cc1 (stereo not given)	36	10

Continuation.
SMILES	mHtt clearance grain fraction	mHtt clearance
CC(=O)Nc1ccc(NC(=O)Cn2c(CC(=O)N3CCCC3)nc3ccccc32)cc1	48	-38
O=C(Nc1nnc(CCc2ccccc2)s1)C1CCCO1 (stereo not given)	18	-5
O=C(Nn1cnc2ccccc2c1=O)c1ccc(F)cc1Cl	40	-16
Cc1ccc(NC(=O)CC2SC3=NCCN3C2=O)cc1 (stereo not given)	26	-24
O=C(O)CCCCCNC(=O)c1cccc(Br)c1	9.2	49
COc1cccc(C2/C(=C(\O)c3ccc(OC)c(OC)c3)C(=O)C(=O)N2c2cc(C)on2)c1 (stereo not given)	25	38
C=CCNc1nc(NCCO)nc(N2CCCC2)n1	8.4	54
CCC(=O)NCCN1CCN(C(=O)CC)CC1	28	-57
O=C(O)C1CC=CCC1C(=O)NCc1ccccc1 (stereo not given)	13	34
O=C(O)CCSCC(=O)c1ccc2c(c1)OCCO2	30	12
O=C(c1cccc(C(F)(F)F)c1)N1CCN(C2CCCCC2)CC1	19	7
CCN1C(=O)C2C(c3cccc(F)c3)NC(C)(C(=O)OC)C2C1=O (stereo not given)	15	34
CC(=O)c1cc(F)c(N2CCN(C(=O)COc3ccc(F)cc3)CC2)cc1C	19	-15
Cn1c(=O)[nH]c(=O)c2c1nc(N1CCCCC1)n2CC(O)CN1CCCCC1 (stereo not given)	45	-22
O=Cc1ccc(OCc2ccccn2)cc1	29	-40
COc1ccc(Cl)cc1CN1CCN(c2nc(C)cc(C)c2C#N)CC1	47	-17
CN(c1ccc(C(=O)NCc2ccccc2)cc1)S(C)(=O)=O	32	-65
Cc1ccc(-c2nn3c(C)nnc3c3ccccc23)cc1S(=O)(=O)NCc1ccco1	9.8	45
O=S(=O)(c1ccc(Cl)s1)N1CCN(c2ncccn2)CC1	22	-2
O=C(CCc1c[nH]c2ccccc12)NCC1CCCO1 (stereo not given)	24	35
O=c1cc(NCc2ccccc2)c2ccccc2o1	16	19
O=C(CNS(=O)(=O)c1ccc(Br)s1)N1CCC(N2CCCCC2)CC1	14	27
CCn1nnc(NC(=O)c2ccc(-c3ccc(Cl)cc3)o2)n1	34	-69
CN(CCCNC(=O)C1CCC(=O)N1Cc1ccccc1Cl)c1ccccc1 (stereo not given)	59	-36

Sorted by value in mHtt clearance grain fraction (ascending): some entries from above.
canonical_smiles	mHtt clearance grain fraction
O=c1cc(NCc2ccccc2)c2ccccc2o1	16
CC(=O)c1cc(F)c(N2CCN(C(=O)COc3ccc(F)cc3)CC2)cc1C	19
O=S(=O)(c1ccc(Cl)s1)N1CCN(c2ncccn2)CC1	22

A different layout for four compounds above:
mHtt clearance grain fraction	mHtt clearance	SMILES
29	-40	O=Cc1ccc(OCc2ccccn2)cc1
47	-17	COc1ccc(Cl)cc1CN1CCN(c2nc(C)cc(C)c2C#N)CC1
32	-65	CN(c1ccc(C(=O)NCc2ccccc2)cc1)S(C)(=O)=O
9.8	45	Cc1ccc(-c2nn3c(C)nnc3c3ccccc23)cc1S(=O)(=O)NCc1ccco1

Following part.
SMILES	mHtt clearance grain fraction	mHtt clearance
COc1cccc(C(=O)N2CCN(Cc3ccccn3)CC2)c1OC	29	7
O=C(Nc1cccnc1)c1ccc(Br)s1	59	-27
COc1ccc(CCNC(=O)CSC2=Nc3ccccc3C3=NC(C(C)C)C(=O)N23)cc1OC (stereo not given)	44	-8
CC1Cc2ccccc2N1C(=O)CSc1nc2cc3c(cc2cc1C#N)OCO3 (stereo not given)	40	-97
CCOC(=O)c1[nH]c(C)c(C(=O)N2CCOCC2)c1C	30	39
Cn1c(NC(=O)c2ccccc2NC(=O)C(C)(C)C)nc2ccccc21	26	17
CCOC(=O)C1CCN(c2c(NCc3ccc(C(=O)NCCC(C)C)cc3)c(=O)c2=O)CC1	44	-16
COc1ccc(OC)c(C2N(c3ccc(Cl)cc3)C(=O)C3CCCN32)c1 (stereo not given)	39	-24
CCOC(=O)C1C(c2cccs2)NC(=O)N(C)C1(O)C(F)(F)F (stereo not given)	34	22
O=C(CN(CCc1ccccc1)C(=O)Cn1nnc(-c2cccs2)n1)NCc1ccco1	38	-4
Cc1ccc(/C(=N\O)c2oc3c(C)c4oc(=O)cc(C)c4cc3c2C)cc1	21	-10
O=C(Cn1c(-c2cscn2)nc2ccccc21)Nc1ccc(Cl)cc1	17	17
Cc1ccc2cc(CN(CCCO)S(=O)(=O)c3cccc4nsnc34)c(=O)[nH]c2c1C	12	43
CCn1c(CSCc2ccc(C)cc2)nnc1SCC(=O)NCc1ccccc1	29	22
O=C(NCCCn1ccnc1)C(Cc1ccc([N+](=O)[O-])cc1)N1C(=O)c2ccccc2C1=O (stereo not given)	12	32
CCCCOC(=O)Cn1c(=O)oc2ccc(C)cc21	80	-149
CCN(CC)C(=O)C1=C(C)NC(=O)NC1c1c(F)cccc1Cl (stereo not given)	22	-14
COc1ccc2c(c1)cc1n2CCN=C1NCCO	26	-10
O=C(CSc1nnnn1-c1ccc(O)cc1)Nc1cccc(S(=O)(=O)N2CCCC2)c1	39	-4
CCCCCn1c(=NC(C)=O)c(C#N)cc2c(=O)n3ccccc3nc21	11	44
O=C(C1CCN(S(=O)(=O)c2cccc3nsnc23)CC1)N1CCc2ccccc2C1	49	-36
CCOC(=O)N1CCN(C(=O)CSCC(=O)Nc2nc(-c3ccc(C)cc3)cs2)CC1	64	-33
CC(=O)Nc1ccc(S(=O)(=O)NCC(C)NS(=O)(=O)c2ccc(NC(C)=O)cc2)cc1 (stereo not given)	13	21
CN(C)C(=O)COn1c(SCC(=O)N(C)C)nc2ccccc2c1=O	40	-8

Among those listed so far, these have a CF3 group.
SMILES	mHtt clearance grain fraction	mHtt clearance
O=C(c1cccc(C(F)(F)F)c1)N1CCN(C2CCCCC2)CC1	19	7
CCOC(=O)C1C(c2cccs2)NC(=O)N(C)C1(O)C(F)(F)F (stereo not given)	34	22

Next section
SMILES	mHtt clearance grain fraction	mHtt clearance
CCn1c(SCC(=O)NC2CCCCC2C)nnc1-c1ccc(OC)cc1 (stereo not given)	29	24
C=CCn1c(CSc2nc3ccccc3s2)n[nH]c1=S	39	2
COc1cc(-c2nc3n(n2)C(c2ccncc2)C(C(N)=O)=C(C)N3)cc(OC)c1OC (stereo not given)	20	46
Cc1nc2ccc(NC(=O)N3CCCCC3)cc2nc1C	16	16
COc1cc(/C=N/N(C)c2ccccc2)cc(Cl)c1O	30	-59
Cc1cccc(Cn2c(=O)n(Cc3ccco3)c(=O)c3ccccc32)c1	25	-35
Cc1[nH]nc2c1C(=O)CC(C)(C)C2	35	10
Cc1cc(C)n(C(CC(=O)N2CCc3ccccc3C2)C(=O)O)n1 (stereo not given)	16	20
CCOC(=O)c1c(C)c(C(=O)NCCN2CCOCC2)c(C)n1C	32	-66

An excerpt; the hit share may differ from the screen's.
